RSV CPE inhibition: RSV antiviral activity via CPE protection, HEp-2 cells, primary 10 µM value included (AID 2391). HEp-2 cells, RSV-induced CPE inhibition; higher % means a stronger effect. 310,000 tested, 0.13% active. CPE inhibition, % at 10 µM; hits with a dose series show IC50 in µM; in the data active means a potency from the dose series; inconclusive means CPE inhibition mostly from about 23% at the one dose, without a potency; inactive means the rest, 99 in 100 with CPE inhibition below about 21%; further: strong numbers were not always called active
SIAH1 antagonists: Siah-1 peptide-binding antagonists, primary screen, biochemical, fluorescence polarization, rhodamine-plectin, uHTS (AID 1817) | 290,000 tested, 0.02% active | Siah-1 / rhodamine-plectin peptide fluorescence polarization; higher % means a stronger effect | E3 ubiquitin-protein ligase SIAH1 (Homo sapiens) | displacement, % at 20 µM; hits with a dose series show IC50 in µM;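 active means displacement of at least 50% at 20 µM, with a fluorescence ratio check between 0.3 and a set limit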;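 further: plate controls were Siah plus tracer with DMSO for no effect and tracer alone without Siah for full effect; strong numbers were not always called active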
LYP inhibition: inhibitors of LYP phosphatase, biochemical, fluorescence intensity, uHTS (AID 1779) | recombinant LYP phosphatase, fluorescence intensity; higher % means a stronger effect | one-dose inhibition, % at 11.5 µM; IC50 in µM for titrated hits | 290,000 tested, 0.054% active; in the data active means inhibition above about 50%;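 further: plate controls were vehicle with enzyme for no effect and no enzyme for full effect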
HIV fusion peptide: inhibitors of HIV fusion peptide binding, primary screen, biochemical, uHTS, fluorescence dequenching (AID 1986); cell-free peptide binding, fluorescence dequenching, 30 min; higher % means a stronger effect; inhibition, % at 20 µM; hits with a dose series show IC50 in µM; 290,000 tested, 0.3% active; in the data active means inhibition mostly above about 52%, no sharp cut-off; inactive means mostly below about 76%; further: some results filed as inactive read as strong as hits
AID2073: inhibitors of Mint1-CaV2.2 protein interaction, biochemical, HTRF (AID 2073) | Voltage-dependent N-type calcium channel subunit alpha-1B (Homo sapiens) | HTRF protein-protein interaction, Mint1-CaV2.2; higher % means a stronger effect | inhibition, % at 20 µM, or IC50 in µM where a hit was titrated | 290,000 tested, 0.19% active; in the data active means inhibition mostly above about 51%, no sharp cut-off; inconclusive means no clear call, values can overlap the other calls; inactive means mostly below about 53%; further: some results filed as inactive read as strong as hits
XIAP antagonists: XIAP antagonists, biochemical, IAP family, fluorescence polarization (AID 1018). 200,000 tested, 0.007% active. E3 ubiquitin-protein ligase XIAP (Homo sapiens). displacement, % at 20 µM; hits with a dose series show IC50 in µM. XIAP BIR domain, fluorescence polarization peptide displacement; higher % means a stronger effect; in the data active means displacement above about 50%; further: a part of the inactive calls stands beside numbers as strong as those of hits
MgcRacGAP inhibition: MgcRacGAP GTPase-activating activity inhibitors, confirmation, biochemical, ADP Hunter fluorescence | 340,000 tested, 0.6% active | inhibition, % at 30 µM; hits with a dose series show IC50 in µM | AID 624330, 2012 | Rac GTPase-activating protein 1 (Homo sapiens) | MgcRacGAP-stimulated Rac1 GTP hydrolysis, ADP Hunter fluorescence; higher % means a stronger effect; GST-tagged Rac1 F28L mutant substrate;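 active means first-screen hits whose inhibition reached a set limit at any dose in the follow-up dose series; inconclusive means inhibition above the set first-screen limit but never retested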;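 further: fluorescence reports GDP produced by GAP-driven GTP hydrolysis; strong numbers were not always called active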
Dengue-2 NS5 capping: Dengue-2 NS5 methyltransferase inhibitors, primary screen, biochemical, confirmation dose response (AID 588689). inhibition, % at 25 µM; hits with a dose series show IC50 in µM. Genome polyprotein (Dengue virus type 2 (strain 16681-PDK53)). Dengue-2 NS5 methyltransferase capping enzyme assay, biochemical; higher % means a stronger effect. 340,000 tested, 0.3% active; in the data active means a potency from the dose series; inconclusive means inhibition above about 29% without an active follow-up result
Large T inhibition: SV40 large T antigen inhibitors, biochemical (AID 1903); SV40 large T antigen ATPase/helicase inhibition assay; higher % means a stronger effect; one-dose inhibition, % at 20 µM; IC50 in µM for titrated hits; 310,000 tested, 0.39% active; in the data active means a potency from the dose series; inconclusive means inhibition mostly from about 32% at the one dose, without a potency; inactive means the rest, 99 in 100 with inhibition below about 32%; further: strong numbers were not always called active
Dengue-2 NS5 capping pilot replicate: second read-out of Dengue-2 NS5 capping, no call of its own (marks repeat the call); inhibition, %; measured here: pilot screen replicate inhibition
Numbers without * were called inactive; ? = inconclusive; . = not tested or not shown; & = joins results of further samples. Rows were taken by chance; about 1.7% have a hit in one of these screens.

SMILES	RSV CPE inhibition	SIAH1 antagonists	LYP inhibition	HIV fusion peptide	AID2073	XIAP antagonists	MgcRacGAP inhibition	Dengue-2 NS5 capping	Large T inhibition	others
CS(=O)(=O)N(CC(=O)Nc1cccc(F)c1)c1cccc([N+](=O)[O-])c1	1.9%	0%	-10%	-2.5%	-2%	-6.8%	2%	1%	-2%
COc1ccc(NC(=O)Cn2nnc(-c3ccccc3NC(=O)C3CC3)n2)cc1	3.6%	3%	-7%	-1.8%	6%	-4.7%	10%	1%	3%
c1ccc(CSc2nnc3ccc(-c4ccncc4)nn23)cc1	1.1%	2%	0%	0.0%	-2%	-5.4%	-5%	1%	2%
COC(=O)CSc1nnc(-c2ccc(S(=O)(=O)N3CCC(C)CC3)cc2)o1	1.2%	-5%	-6%	0.7%	4%	-13%	5%	-5%	9%
CN(C)CCOc1ccc(Cl)cc1C(C)(C)C	1.4%	5%	0%	1.2%	-6%	-4.0%	?	-5%	-13%
CC(=O)OCC1=C(C(=O)O)N2C(=O)[C@@H](NC(=O)Cc3cccs3)[C@H]2SC1	.	5%	-4%	25%	6%	-5.7%	23%	-4%	17%&32%
Cc1cc(N)n(-c2ccc(C(=O)O)cc2)n1	-1.7%	16%	-4%	-0.6%	34%	-4.2%	1%	-9%	5%
CC1=NNC(=O)/C1=C\c1cn(-c2ccccc2)nc1-c1ccc(Cl)cc1	-4.1%	-1%	8%	1.6%	10%	-3.1%	1%	0%	1%
Cc1ccc(C(=O)N2CC(=O)NC(=O)C2)cc1	-1.6%	-2%	-7%	2.2%	-7%	.	-7%	-7%	16%
O=C(NC(Cc1c[nH]c2ccccc12)C(=O)O)/C(=C/c1ccco1)NC(=O)c1ccccc1 (configuration not stated)	-1.6%	6%	1%	18%	6%	-3.2%	8%	-17%	12%
CC(=O)N1N=C(c2ccco2)CC1c1ccc(Br)cc1 (configuration not stated)	1.6%	10%	-4%	3.6%	-5%	0.0%	3%	2%	-1%
COc1ccc(OCc2nnc(SCC(=O)c3c(N)n(C)c(=O)n(C)c3=O)n2-c2ccccc2F)cc1	3.0%	-1%	5%	1.5%	-2%	-1.3%	.	.	12%
CCN1CCN(c2nc(-c3ccccc3)c3ccccc3n2)CC1	-0.3%	4%	-8%	-0.8%	14%	.	5%	-9%	24%
C[C@]12CCC3c4ccc(O)cc4CCC3C1CC/C2=N\N (some centres not stated)	2.7%	.	.	.	.	.	4%	4%	16%
O=C(NC(NNc1ccc([N+](=O)[O-])cc1)(C(F)(F)F)C(F)(F)F)c1ccccc1Cl	1.7%	-6%	2%	-1.2%	26%	-4.8%	10%	-8%	6%

3 entries drawn at random from those above:
SMILES	RSV CPE inhibition	SIAH1 antagonists	LYP inhibition	HIV fusion peptide	AID2073	XIAP antagonists	MgcRacGAP inhibition	Dengue-2 NS5 capping	Large T inhibition	others
O=C(NC(NNc1ccc([N+](=O)[O-])cc1)(C(F)(F)F)C(F)(F)F)c1ccccc1Cl	1.7%	-6%	2%	-1.2%	26%	-4.8%	10%	-8%	6%
CC(=O)OCC1=C(C(=O)O)N2C(=O)[C@@H](NC(=O)Cc3cccs3)[C@H]2SC1	.	5%	-4%	25%	6%	-5.7%	23%	-4%	17%&32%
CC1=NNC(=O)/C1=C\c1cn(-c2ccccc2)nc1-c1ccc(Cl)cc1	-4.1%	-1%	8%	1.6%	10%	-3.1%	1%	0%	1%

(list continues)
SMILES	RSV CPE inhibition	SIAH1 antagonists	LYP inhibition	HIV fusion peptide	AID2073	XIAP antagonists	MgcRacGAP inhibition	Dengue-2 NS5 capping	Large T inhibition	others
CCOC(=O)c1c(-c2cccc([N+](=O)[O-])c2)csc1N	6.1%	-5%	-4%	-2.7%	-6%	-2.3%	1%	1%	3%
O=C(Cc1c(O)c2ccccc2oc1=O)c1ccc(C(F)(F)F)cc1	-0.5%	5%	-4%	46%	-2%	.	8%	8%	15%
Cn1c(/C(C#N)=C/c2ccc(-c3ccc(S(N)(=O)=O)cc3)o2)nc2ccccc21	2.1%	11%	-1%	4.1%	7%	-7.1%	8%	26%	12%
CCCc1nc2sc3c(=O)[nH]cnc3c2c2c1CCCC2	-3.4%	10%	-8%	2.0%	35%	.	.	.	9%
Cc1cc(C)n(Cc2ccc(C(=O)NN)o2)n1	.	-1%	-4%	-0.2%	-3%	.	3%	4%	2%
O=C(NCCc1ccccn1)c1cncc(Br)c1	0.1%	-7%	-10%	-0.7%	5%	.	4%	-7%	-3%
COc1cccc(N(CC(=O)NCCN2CCOCC2)S(=O)(=O)c2ccccc2)c1	-1.6%	.	.	.	.	.	0%	-2%	12%
COCCCNC(=O)c1ccc2c(=O)n(Cc3ccccc3OC)c(=S)[nH]c2c1	2.4%	0%	-4%	0.3%	-31%	.	-2%	-3%	7%
COc1ccc(Cl)cc1NC(=O)c1cc(-c2ccc(C)cc2O)n[nH]1	-1.1%	11%	-3%	1.0%	16%	.	-2%	-5%	10%
Nc1cc(=O)[nH]c(SCC(=O)Nc2cc(S(=O)(=O)N3CCOCC3)ccc2Cl)n1	2.0%	-2%	-4%	-0.8%	-10%	-10%	4%	-2%	8%
CC(=O)Nc1ccc(/C(C)=N/NC(=O)c2ccccc2Cl)cc1	3.5%	9%	1%	0.8%	-6%	-4.5%	-5%	3%	-1%
CC1CCN(C(=O)Cn2c(=O)n(CCCC(=O)NCc3ccco3)c(=O)c3sccc32)CC1	0.3%	4%	-5%	0.8%	7%	.	6%	-2%	9%
CN(C)c1ccc(C(=S)N2CCOCC2)cc1	-0.1%	-2%	-6%	-0.9%	5%	-6.8%	0%	-3%	10%
CN(C)CCCNC(=S)N(Cc1cccs1)Cc1cc2cc3c(cc2[nH]c1=O)OCCO3	-3.2%	14%	-3%	1.7%	4%	-4.4%	9%	-16%	9%
CC(C)(C)C(=O)N1CCN(CCN2C(=O)c3cccc4cccc(c34)C2=O)CC1	0.8%	-1%	-7%	-0.8%	9%	.	-4%	-6%	4%
O=C(CSc1nnc(CCCOc2ccc(Cl)cc2Cl)o1)Nc1ccc(C(=O)O)cc1	0.0%	28%	2%	15%	0%	-0.7%	8%	-10%	9%
Cc1ccc(NC(=O)c2cccc(Oc3ccc([N+](=O)[O-])cc3)c2)c(C(=O)O)c1	8.5%	7%	-3%	38%	-7%	.	7%	.	25%
O=S(=O)(c1ccc(F)cc1)N1CCC(N2CCCC2)CC1	0.3%	4%	-1%	2.1%	?	-3.4%	25%	-5%	8%
COC(=O)c1cc(S(=O)(=O)NCC2CCN(Cc3cccc(F)c3)CC2)c[nH]1	0.2%	-4%	5%	0.0%	0%	.	11%	13%	9%
O=C(NCCCN1CCCCCC1)C1CC(=O)N(CCc2ccccc2)C1 (configuration not stated)	-0.9%	0%	-19%	2.2%	-4%	-0.8%	15%	-3%	12%
O=C(CCN1C(=O)c2ccccc2C1=O)NC(=S)Nc1ccccc1Cl	-1.5%	2%	0%	-1.2%	-9%	-12%	4%	-10%	1%
CN(C)CCCNC(=O)c1cc(C(=O)Cc2ccccc2)c[nH]1	0.3%	-1%	-9%	1.9%	8%	-3.9%	4%	-8%	2%
COc1cc(C(C)=O)ccc1OCC(O)CN1CCN(c2ccccc2)CC1 (configuration not stated)	-0.3%	-5%	0%	1.0%	6%	.	4%	5%	14%
CC(=O)Nc1ccc(S(=O)(=O)NC(CC(=O)NCCC2=CCCCC2)C(C)C)cc1 (configuration not stated)	-0.1%	2%	-6%	-0.8%	28%	-5.4%	5%	-2%	15%
O=[N+]([O-])c1ccc(N2CCN(CCO)CC2)c2ncccc12	1.2%	-6%	-4%	1.7%	-7%	-7.1%	10%	-6%	0%
O=C(COc1ccc(-c2ccccc2)cc1)NNC(=O)NC1CCCCC1	0.3%	-1%	-6%	0.2%	-4%	-2.0%	2%	-4%	0%
COc1cccc(C2CN(c3ccc(F)cc3F)N=C2c2cccs2)c1OC (configuration not stated)	15%	13%	-7%	-1.6%	42%	-5.8%	4%	-6%	6%
CCOC(=O)C1(Cc2cccc(OC)c2)CCCN(S(=O)(=O)c2cccnc2)C1 (configuration not stated)	3.4%	3%	-3%	0.2%	37%	-4.0%	-2%	-5%	1%
CN(CCc1nc2ccc(Cl)cc2[nH]1)Cc1nc(CC2CC2)no1	8.2%	11%	-6%	0.2%	4%	-1.6%	13%	-1%	4%
Cc1c(NC(=S)NC(=O)c2ccccc2Br)c(=O)n(-c2ccccc2)n1C	-0.3%	-2%	-4%	0.6%	8%	.	10%	-1%	2%
O=C(CSc1nncs1)NCc1ccc(F)cc1	-0.9%	4%	-2%	-1.0%	2%	-5.3%	6%	-5%	7%
Cc1ccc(NC(=O)Cn2c(O)c(N=NC(=O)c3cc4ccccc4cc3O)c3ccccc32)cc1	0.0%	-12%	7%	-7.0%	28%	-0.1%	-10%	-6%	4%
COc1ccccc1NC(=O)CSCc1cc(=O)n2c(C)csc2n1	-0.1%	-4%	-9%	1.2%	1%	.	-7%	-4%	4%
Cc1onc(-c2ccccc2)c1C(=O)NC(C)C1CCCO1 (configuration not stated)	1.1%	-1%	-9%	0.6%	2%	13%	6%	-7%	-1%
COc1ccccc1NC(=O)COC(=O)c1cnc(C)cn1	-1.0%	3%	0%	-0.2%	1%	-6.5%	-13%	7%	2%
CCc1ccccc1N(CC(=O)NCC1CCCO1)C(=O)CCC(=O)Nc1cc(C)on1 (configuration not stated)	0.7%	13%	-13%	0.2%	-13%	.	5%	-6%	4%
CC1(C)CC(=O)C(C=NCC2CCCO2)=C(O)C1 (configuration not stated)	-0.2%	-2%	-11%	-0.4%	-2%	-4.2%	10%	-1%	-1%	Dengue-2 NS5 capping pilot replicate=-0.6
O=C(NCCN1CCOCC1)C12CC3CC(C1)CC(c1ccccc1)(C3)C2	-2.0%	7%	-4%	0.4%	1%	-2.6%	5%	-5%	2%
NC(=O)CN1C(=O)NC2(CCOc3ccccc32)C1=O (configuration not stated)	0.7%	11%	-5%	0.6%	-4%	.	-3%	16%	-2%
CS(=O)(=O)c1cnc(-c2ccccc2)nc1-c1ccc(Cl)c(Cl)c1	1.8%	10%	-5%	-0.5%	13%	-16%	1%	.	-4%
Cc1ccccc1-n1c(=O)c2ccccc2n(CC(=O)NCc2ccco2)c1=O	-0.5%	-5%	-7%	1.1%	-7%	3.5%	8%	-5%	7%
COc1ccc(-n2nnnc2SCC(=O)Nc2ccccc2N2CCOCC2)cc1	0.3%	0%	-3%	-0.5%	-11%	-4.1%	4%	-4%	22%
O=C(NN1C(=O)C2C3C=CC(C4CC34)C2C1=O)c1cccc(Br)c1 (configuration not stated)	1.1%	-1%	-4%	-1.6%	2%	.	2%	-4%	8%
CC(C)N=c1scc(-c2cccs2)n1/N=C/c1ccc(O)c(O)c1O	6.1%	10%	4%	41%	58%	-5.4%	-8%	17%	16%

Screening data as filed in PubChem BioAssay.
